Source: PubChem BioAssay (National Center for Advancing Translational Sciences (NCATS))
HEK293 cAMP ctrl: counter-screen for TSHR agonists: cAMP increase in parental HEK293; parental HEK293 CNG cAMP sensor, membrane potential fluorescence; Potency, µM (doses to about 57.1 µM), for inactives: at the top dose activation, usual class: activators; 73,000 tested, 2.5% active; AID 938; also: potency is read from the fitted curve at half-maximal effect; % of control where 0% means no effect; nearly all actives have a fitted effect of over 55% in size
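Parental HEK 293 cells stably expressing a modified CNG channel (no TSHR) report cAMP rise as membrane depolarization. Membrane potential dye with 100 uM RO 20-1724 was loaded for 60 min at room temperature, then compound added for 30 min; fluorescence read at 590 nm.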
USP2a inhib: USP2a (human) protease inhibition; O75604; USP2a enzymatic assay, qHTS inhibition; Potency, µM (top dose mostly 38.3 µM), for the others: at the highest dose activity change, negative = inhibition, hits mostly inhibitors; 60,000 tested, 0.1% active; AID 927;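 also: potency is read from the fitted curve at half-maximal effect; nearly all actives have a fitted effect of over 60% in size; plate controls were DMSO for no effect and NEM full inhibition control for full effect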
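Inhibition is measured in a cell-free coupled assay with 20 nM USP2 core, 20 nM Ub-PLA2 and 20 uM NBD C6-HPC, 2.5 h incubation. Activity normalized to NEM control.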
A350 fluor: compounds fluorescent in Alexa 350 spectral region | Compound autofluorescence, 340/450 nm, Alexa 350 dye-equivalents; stronger effect = higher value | max dye-equivalent concentration, M | 59,000 tested, 11% active; in the data active = max dye-equivalent concentration above about 10 nM; inconclusive = mostly about 1.1 nM to 9.6 nM
Caspase-7 inhib: caspase-7 (human) inhibition, allosteric or competitive. P55210. recombinant caspase-7, Ac-DEVD-AFC fluorescence rate. Potency, µM (series often up to 57.5 µM), for the others: at the highest dose activity change, negative = inhibition, most hits filed as inhibitors. 75,000 tested, 0.02% active. AID 889; active = well fitted inhibition curve with a large enough effect in the main read-out, with a control signal flat, not every such curve was filed as active; inconclusive = small, poorly fitted or top-dose-only effect, or a change in a side signal; also: potency is read from the fitted curve at half-maximal effect; % of control where 0% means no effect
BRCT inh green: blocks human BRCA1 BRCT binding to phosphopeptide, green readout; P38398; BRCA1 BRCT-phosphopeptide binding, green fluorescence polarization; Potency, µM (top dose mostly 76.9 µM), without a hit: at the highest dose activity change, negative = inhibition, most hits filed as inhibitors; 75,000 tested, 0.05% active; AID 875;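 also: potency is read from the fitted curve at half-maximal effect; plate controls were peptide without protein for full effect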
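Compounds were incubated for 12 min at room temperature with a complex of 100 nM fluorescein-tagged pBACH1 decapeptide and 250 nM His-tagged BRCT protein. Buffer was phosphate pH 7.3 with EDTA, DTT and Tween 20. Disruption of binding lowers the polarization signal.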
Tau filament bind: binders of human tau filaments. recombinant tau filaments, thioflavin S fluorescence, 15 h; filaments grown with octadecylsulfate alongside compound. P10636. AID 596. 71,000 tested, 2% active. Potency, µM (titrated, usually from 57.1 µM), for inactives: at the top dose activity change, negative = inhibition;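 also: potency is read from the fitted curve at half-maximal effect; % is scaled to controls: 0 for no effect and ±100 for the full control effect; actives lower thioflavin S fluorescence by blocking filaments or displacing dye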
Target sequence (P10636 whole entry, looked up): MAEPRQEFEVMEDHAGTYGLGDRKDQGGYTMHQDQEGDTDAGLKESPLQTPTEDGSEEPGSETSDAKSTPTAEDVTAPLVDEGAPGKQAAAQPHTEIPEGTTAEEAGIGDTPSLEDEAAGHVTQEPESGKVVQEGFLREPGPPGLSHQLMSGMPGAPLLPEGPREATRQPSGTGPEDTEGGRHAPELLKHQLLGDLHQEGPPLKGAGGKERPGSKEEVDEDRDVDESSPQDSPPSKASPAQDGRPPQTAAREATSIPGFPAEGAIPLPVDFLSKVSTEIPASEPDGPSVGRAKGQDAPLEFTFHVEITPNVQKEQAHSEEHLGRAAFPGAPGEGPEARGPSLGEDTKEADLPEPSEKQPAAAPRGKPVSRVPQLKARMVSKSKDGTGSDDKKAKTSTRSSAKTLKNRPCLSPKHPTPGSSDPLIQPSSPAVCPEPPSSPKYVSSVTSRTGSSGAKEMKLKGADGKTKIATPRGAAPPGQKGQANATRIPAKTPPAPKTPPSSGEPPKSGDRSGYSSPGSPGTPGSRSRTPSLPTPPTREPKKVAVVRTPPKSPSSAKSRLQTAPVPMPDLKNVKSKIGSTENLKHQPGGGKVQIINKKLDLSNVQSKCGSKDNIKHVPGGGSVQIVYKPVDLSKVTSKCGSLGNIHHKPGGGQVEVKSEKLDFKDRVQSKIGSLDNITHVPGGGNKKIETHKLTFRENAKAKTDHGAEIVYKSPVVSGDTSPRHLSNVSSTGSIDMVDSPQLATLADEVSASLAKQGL
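Recombinant tau protein (human, 1 uM final) plus 30 uM ODS in HEPES pH 7.4 with NaCl, DTT and thioflavine S. Compound present from the start; fluorescence at 510 nm after 15 h, 37 C.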
Casp1 inh: caspase-1 (human) inhibition, allosteric or competitive; P29466; Caspase-1 enzyme, Ac-WEHD-AFC fluorogenic rate; 75,000 tested, 0.03% active; Potency, µM (series often up to 57.5 µM), inactives show top-dose activity change, negative = inhibition, usual class: inhibitors; AID 900;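 also: potency is read from the fitted curve at half-maximal effect; plate controls were vehicle for no effect and no substrate for full effect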
Target sequence (P29466 120-297 limits assumed): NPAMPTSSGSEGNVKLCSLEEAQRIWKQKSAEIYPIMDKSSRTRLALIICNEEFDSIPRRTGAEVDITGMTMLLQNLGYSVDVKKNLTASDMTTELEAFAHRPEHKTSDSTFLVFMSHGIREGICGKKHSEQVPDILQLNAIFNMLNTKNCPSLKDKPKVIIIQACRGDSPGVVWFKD
Target sequence (P29466 317-404 limits assumed): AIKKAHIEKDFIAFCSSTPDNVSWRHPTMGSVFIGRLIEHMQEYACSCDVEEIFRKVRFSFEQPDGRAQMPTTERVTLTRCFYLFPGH
ERK AVP inh: blocks ERK signaling stimulated by vasopressin; Potency, µM (top dose mostly 57.5 µM), for inactives: top-dose activity, negative = inhibition, usual class: inhibitors; 72,000 tested, 0.99% active; HEK293-V1b, vasopressin-stimulated pERK AlphaScreen; also: potency is read from the fitted curve at half-maximal effect; % is scaled to controls: 0 for no effect and ±100 for the full control effect; nearly all actives have a fitted effect of over 55% in size
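HEK293 cells stably expressing V1b receptor, seeded overnight in 1% FBS, were treated with compounds for 30 min at 37C, then stimulated 5 min with 25 nM vasopressin; phospho-ERK read by AlphaScreen SureFire after lysis.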
CRE Fsk mod: modulators of forskolin-stimulated CRE signaling in CHO cells; CHO CRE-bla reporter (cAMP response element driving beta-lactamase), forskolin EC10, beta-lactamase ratio; Potency, µM (doses to about 38.2 µM), for the others: at the highest dose activity change, negative = inhibition, hits mostly activators; 71,000 tested, 2.5% active; AID 662; active = well fitted activation curve with a large enough effect in the signal ratio, with a control signal flat, not every such curve was filed as active; inconclusive = small, poorly fitted or top-dose-only effect, or effect the other way, or a change in a side signal; the % refers to the signal ratio; also: potency is read from the fitted curve at half-maximal effect; % of control where 0% means no effect
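CHO CRE-bla cells, overnight plating in Opti-MEM with 0.5% dialyzed FBS; cpd titration + EC10 NKH 477, 3 h 37 °C; CCF4 2 h RT; ex 405/em 460 vs 530 ratio → %Activity, AC50.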
BRCT inh red: BRCT-phosphoprotein interaction inhibition (red fluorophore); P38398; BRCT-phosphopeptide binding, red fluorescence polarization; Potency, µM (series often up to 76.9 µM), for the others: at the highest dose activity change, negative = inhibition, actives largely listed as inhibitors; 75,000 tested, 0.03% active; AID 892; also: % is scaled to controls: 0 for no effect and ±100 for the full control effect
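Rhodamine-labelled pBACH1 10-mer (100 nM) bound to BRCT domain (100 nM) at pH 7.3; compounds incubated 12 min room temperature, polarization read. Free peptide defines full inhibition; unlabelled decapeptide titrated as control.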
Luciferase inh: firefly luciferase inhibition; P08659; purified firefly luciferase, luminescence, 8 min; Potency, µM (top dose mostly 57.1 µM), for inactives: at the highest dose activity change, negative = inhibition, actives largely listed as inhibitors; 72,000 tested, 2.2% active; also: potency is read from the fitted curve at half-maximal effect; % is scaled to controls: 0 for no effect and ±100 for the full control effect; nearly all actives have a fitted effect of over 40% in size
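Here, luciferase activity is measured as luminescence following an 8 min room-temperature reaction at 10 uM ATP, pH 7.2. Every library sample is titrated.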
* hit, by the source's call; i = inactive; u = inconclusive; x = no result given; [ ] = dose if it differs, or a comment. Unless noted, calls follow the shape of the dose curve; as a rule, active = well fitted curve in the direction sought with a large enough effect; inconclusive = small, poorly fitted or top-dose-only effect, or another doubt; inactive = no such curve, though single readings can be large; an effect the other way counts as inactive or inconclusive. Not a hit list; about 16% have a hit in one of these screens.

| Molecule | ERK AVP inh | CRE Fsk mod | BRCT inh green | HEK293 cAMP ctrl | USP2a inhib | Casp1 inh | Caspase-7 inhib | Tau filament bind | BRCT inh red | Luciferase inh | A350 fluor |
| --- | --- | --- | --- | --- | --- | --- | --- | --- | --- | --- | --- |
| O=C(O)CC1CCC(=C(Cl)Cl)C1 (stereo unspecified) | 0% | -3% | 0.3% | 13% | 2% | 0% | 0% | 4% | 0.7% | 5% | i |
| CC1(C)CC(=O)N(CC(=O)NCc2ccccc2)c2ccccc2S1(=O)=O | 7% | -4% | -0.8% | -6% | x | 0% | 1% | -2% | 1.4% | 2% | x |
| COc1ccc(COC(=O)N/N=C2/C[C@@H](O)[C@@H](O)[C@@H]3[C@@H]4C(=O)N(C[C@@H]5CCCO5)C(=O)[C@H]4CC[C@@H]23)cc1 | 6%[11.5 µM] | x | -2.5%[15.4 µM] | 0%[11.4 µM] | x | -1%[11.5 µM] | 0%[11.5 µM] | x | 0.1%[15.4 µM] | 2%[11.4 µM] | x |
| O=C(CCSCCc1ccccn1)Nc1ccccn1 | 20% | 2% | -3.2% | 7% | 2% | 1% | 0% | 2% | -5.0% | 2% | i |
| COC(=O)C1=C(C)N(C)C(C)=C(C(=O)OC)C1c1ccc(F)c(Br)c1 | -11% | -7% | -0.2% | 32µM* | -12% | -5% | -4% | 18% | -0.1% | 0% | x |
| COc1cc(C(=O)Nc2ccc(-n3cnnn3)c(C)c2)cc(OC)c1OC | -2% | u | -1.2% | 0% | 35%[activator] | -2% | -1% | 8% | -1.3% | -7% | i |
| CCOC(=O)c1ccc(NC(=O)Nc2ccc3c4c(cccc24)C(=O)N3CC)cc1 | 17% | u | 6.3% | -32%[inhibitor] | 4% | 0% | 0% | -42% | -3.0% | 5% | i |
| Cc1ccnc2ccc(-c3nc4ccccc4o3)cc12 | u | u | 0.8% | u | 46%[activator] | 1% | 1% | -1% | -3.5% | -18% | 3.3e-08M* |
| O=C(Nc1ccc(F)cc1)c1oc2ccccc2c1NC(=O)C1CCCC1 | 2% | 13% | -0.9% | u | 12% | -1% | -1% | 12% | -0.1% | 2% | i |
| Cc1ccc(N2C(=O)c3oc4ccccc4c(=O)c3C2c2cccnc2)nc1 (stereo unspecified) | 4% | 4% | 2.2% | u | x | 0% | -2% | 8% | 0.6% | 2% | x |
| CN(C)S(=O)(=O)c1cccc(C(=O)OCC(=O)N2c3ccccc3NC(=O)C2(C)C)c1 | -3% | -9% | -0.5% | 3% | 11% | 1% | 0% | -25% | -1.0% | -1% | i |
| CCCC(=O)Nc1ccc2oc(-c3ccc(OC)c(Br)c3)nc2c1 | -12% | 3% | -0.6% | 7% | 29% | -1% | 0% | 59% | 0.1% | -17% | u |
| O=C(O)COc1ccccc1C1C2C(=O)N(c3ccc(F)cc3)C(=O)C2ON1c1ccccc1 (stereo unspecified) | u | -6% | -0.5% | 7% | 4% | -2% | -2% | -11% | -0.9% | 3% | i |
| Oc1ccccc1Oc1ncc(Br)c(N2CCOCC2)n1 | 24% | u | 3.0% | -6% | -10% | 0% | 1% | -10% | 0.9% | 3% | i |
| CCc1nc(NCC2CCCN2CC)c2nnn(Cc3ccccc3F)c2n1 (stereo unspecified) | -20% | 5% | 1.9% | 19% | 44%[activator] | -6% | -4% | 1% | -0.1% | 4% | i |
| O=C(CSCCO)Nc1cccc2ccccc12 | -15% | -3% | -0.4% | -47%[inhibitor] | 1% | 4% | 0% | -8% | 0.5% | -1% | i |
| CCc1nnc(NC(=O)CSc2nnc(-c3ccccc3OC)n2-c2ccccc2)s1 | -18% | 7% | 0.4% | 10µM* | 19% | -1% | 0% | 6% | 0.4% | -1% | i |
| CC(=O)Nc1cc(C(=O)N2CCOCC2)ccc1S(=O)(=O)c1ccc(C)cc1 | 38%[activator] | u | -0.3% | 2% | 5% | 1% | -1% | -1% | -1.4% | 0% | i |
| CC(=O)N(CCP(=O)(c1ccccc1)c1ccccc1)Cc1ccco1 | u | 3% | -0.4% | 32µM* | 3% | -3% | 1% | -16% | -1.5% | -1% | x |
| CCOC(=O)C1CCCN(c2c(NCc3ccco3)c(=O)c2=O)C1 (stereo unspecified) | -18% | -4% | -1.1% | 9% | x | -4% | -2% | -7% | 1.0% | 2% | x |
| Cc1ccccc1-c1nc(CS(=O)(=O)CC(=O)N(C)C2CCCCC2)c(C)o1 | -23% | 1% | -0.4% | u | x | -2% | -1% | -4% | -1.1% | 4% | x |
| C#C[C@]1(O)CCC2C3CCC4=CC(=O)CCC4C3CC[C@@]21C (stereo partly specified) | -4% | x | 0.0%[3.08 µM] | x | 6% | 0% | -1% | x | 0.7% | x | x |
| CC(C)c1cc(C(=O)NCc2ccco2)no1 | -18% | -13% | -4.8% | -4% | x | 2% | -11% | 0% | -0.5% | -4% | x |
| O=C(Nc1cnc2ccccn2c1=O)c1ccc(F)cc1 | -6% | 4% | -0.4% | 3% | -7% | 1% | 1% | 12% | 0.5% | -7% | 1.7e-08M* |
| Cc1ccnc(N(C(=O)c2cccs2)C(=O)c2cccs2)c1 | -19% | -15% | 1.0% | 4% | -7% | -3% | 0% | -2% | 0.7% | -16% | 1.5e-08M* |
| O=C(c1ccco1)N1CCN(CC2CC3C=CC2C3)CC1 (stereo unspecified) | -26% | -2% | 0.2% | 7% | 0% | 0% | 1% | -3% | 0.1% | -3% | i |
| Cc1cnc(CNc2cc(-c3ccccc3CN(C)C)ncn2)cn1 | 0% | -4% | -1.2% | u | -24% | -3% | -5% | -20% | -2.4% | 1%[2.29 µM] | i |
| CCCOc1ccc(C(=O)N2CCN(c3ccc(NC(=O)CC)cc3Cl)CC2)cc1 | 16% | u | 0.4% | -5% | 38%[activator] | -1% | 0% | -11% | 1.5% | 0% | i |
| O=C(O)CCSCc1ccccc1F | 24% | -16% | -1.0% | 9% | -12% | 2% | -2% | 6% | -3.0% | -2% | i |
| CN(CC(=O)NC1CCCCC1)S(=O)(=O)c1ccc(Cl)cc1 | -22% | -10% | -0.3% | 5% | 0% | 0% | 0% | -10% | -0.9% | 3% | i |

New compounds follow:
| Molecule | ERK AVP inh | CRE Fsk mod | BRCT inh green | HEK293 cAMP ctrl | USP2a inhib | Casp1 inh | Caspase-7 inhib | Tau filament bind | BRCT inh red | Luciferase inh | A350 fluor |
| --- | --- | --- | --- | --- | --- | --- | --- | --- | --- | --- | --- |
| Cc1ccc(S(=O)(=O)Cn2nnnc2C(c2ccccn2)N2CCN(c3ccccc3)CC2)cc1 (stereo unspecified) | 9% | -12% | -1.3% | 3% | 26% | -6% | -4% | -9% | 0.4% | -1% | u |
| CCOC(=O)C(CC)Sc1ncnc2nc[nH]c12 (stereo unspecified) | 14% | 5% | -2.2% | u | 2% | 0% | 2% | 3% | -1.5% | 1% | i |
| CC(=O)N1CCC(=O)N(C(C)C)c2ccccc21 | 2% | -11% | -0.3% | 4% | 2% | -1% | -6% | 2% | 0.7% | -4% | u |
| CCOc1nc(C)ccc1-c1noc(-c2ccncc2)n1 | -16% | u | 0.4% | 10% | 8% | 0% | 1% | -21% | 0.2% | 0% | i |
| CCOc1ccc(C2CC(c3ccc(Br)cc3)Nc3nc(N)nn32)cc1 (stereo unspecified) | -11% | -8% | -3.5% | 5% | 9% | 0% | -5% | 10% | 0.8% | -1% | 1.7e-08M* |
| O=C1C=CCCC1 | 1% | -4% | -0.7% | 17% | x | -2% | 1% | 4% | 1.6% | x | x |
| CCOc1ccc(NC(=O)N2CC=C(n3c(=O)[nH]c4ccccc43)CC2)cc1 | 8% | -8% | -0.6% | u | 15% | 0% | 2% | 0% | 0.5% | -6% | i |
| O=C(Nc1cccnc1)c1cccc(S(=O)(=O)N2CCOCC2)c1 | -29% | -11% | -2.3% | -3% | -1% | 0% | 1% | -12% | -0.4% | 3% | i |
| Cc1cc(NC(=O)CSc2ccc3c(c2)OCCO3)no1 | u | -1% | 0.5% | 1% | -14% | 0% | 1% | -7% | -3.4% | 2% | i |
| Cc1cc(C)n(Cc2ccccc2Cl)n1 | -2% | 17% | -1.2% | 1% | -5% | 0% | 1% | 8% | 0.5% | 0% | u |
| CC(C)n1c(SCC(=O)Nc2ccccc2N2CCCCC2)nc2c1c(=O)n(C)c(=O)n2C | -11% | u | -0.4% | 20µM* | 17% | 0% | -1% | 5% | -3.0% | -3% | u |
| O=C(CN1CCOc2ccccc21)NCc1ccco1 | 3% | -12% | -0.6% | 9% | x | -2% | 1% | -2% | 0.4% | 0% | x |
| COc1ccc(C2(O)CCN(CCCCOc3ccccc3)CC2)cc1 | -12% | -7% | -2.9% | 20% | 0% | -2% | -3% | -13% | 0.9% | 3% | i |

Taken from above:
CCOc1ccc(C2CC(c3ccc(Br)cc3)Nc3nc(N)nn32)cc1 (stereo unspecified) in USP2a inhib = 9%
CC(C)n1c(SCC(=O)Nc2ccccc2N2CCCCC2)nc2c1c(=O)n(C)c(=O)n2C in USP2a inhib = 17%
